AMA1-RON2 inh: disrupts binding of P. falciparum AMA1 to RON2; AlphaScreen AMA1-biotinylated RON2 peptide binding; Potency, µM (series often up to 58.2 µM), inactives show top-dose activity change, negative = inhibition, actives largely listed as inhibitors; 0.2% of 360,000 active; AID 720542; active = well fitted inhibition curve with a large enough effect; inconclusive = small, poorly fitted or top-dose-only effect; inactive = no such curve, though single readings can be large or run the other way;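 note: potency is the fitted concentration of half-maximal effect; 0% = vehicle wells and -100% = peptide control; nearly all actives have a fitted effect of over 45% in size; some results filed as inactive show a strong effect at the top dose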
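AMA1 (3D7) with his tag at 25 nM final met compounds first, then biotinylated RON2 peptide at 25 nM; detection used donor plus acceptor beads, 10 µg/mL apiece, read by AlphaScreen after 30 min at room temperature.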
HCMV inh: inhibitors of human cytomegalovirus; HFF cells, HCMV-luciferase reporter, 72 h; hits give low values; activity change, negative = inhibition, % at 57.5 µM; 4.5% of 410,000 active; AID 1259415; in the data active = activity change below about -60%; inconclusive = no clear call, values can overlap the other calls; inactive = above about -39%
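Cell-based, HFFs, 1000 cells/well, 16 h 37C; cpds in DMSO + HCMV-luc, MOI 1 PFU/cell; 72 h 37C; OneGlo luminescence after 5 min RT; norm. to buffer vs Salinomycin 10uM.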
Numbers without * were called inactive; ? = inconclusive; [ ] = remark or other dose. Unless noted, % is set by controls: 0 for no effect and ±100 for the full control effect.

Compound	HCMV inh	AMA1-RON2 inh
CCCCn1nnnc1C1(C)CCC(=O)N1Cc1ccc(OC)cc1 (stereo unspecified)	0.7	-4.5%
CC1=CC(=O)C=CC1=Nc1ccc(N(C)C)cc1	?	3.98µM*
Nc1ccc(S(=O)(=O)Nc2nc(-c3ccccc3)cc(-c3ccccc3O)n2)cc1	-23.9	5.4%
C=CCn1c(SCC(=O)N2CCN(C(=O)OCC)CC2)nc2c([nH]c3ccccc32)c1=O	36.4	-5.4%
COCCN(CCOC)Cc1cc(=O)oc2cc(OC)c(Cl)cc12	-4.1	9.7%
Nc1ccccc1SC(CC(=O)c1ccccc1)c1cccc([N+](=O)[O-])c1 (stereo unspecified)	42.6	-6.0%
CC(C)n1ncc2c(C(=O)Nc3ccccc3SCC(N)=O)cc(C3CC3)nc21	0.1	-4.0%
CC1(C(=O)O)CCCN(C(=O)c2cc3ccccc3s2)C1 (stereo unspecified)	27.9	-1.8%
COc1ccc(-c2ccc(CN3C(CC(C)C)C(=O)N(Cc4cn(CC5CCCCC5)nn4)CCS3(=O)=O)cc2)cc1 (stereo unspecified)	1.6	3.7%
COc1ccc(-n2sc3ccccc3c2=O)cc1	-102.0*	-2.7%
Cc1ccc(CS(=O)Cc2ccc(C(=O)N3CCN(c4cccc(C)c4C)CC3)o2)cc1 (stereo unspecified)	-32.4	-17.1%
COc1ccc(Cc2c(-c3ccccc3)nc3cc(C)c(Br)c(C)n23)c(C)c1	18.9	-1.5%
CC(C)C(=O)N1CCCCCCN1C(=O)C(C)C	-9.8	-1.3%
Cc1cccc(-c2cc(NCCc3cccnc3)n3nccc3n2)c1	19.6	-0.7%
Cc1noc(C)c1NC(=O)N(C)C[C@@H]1OCc2cnnn2CCCC(=O)N([C@@H](C)CO)C[C@H]1C	-3.5	-1.8%
Cc1ccc(-c2ccc3c(c2)O[C@H](CN(C)C(=O)CC2CC2)[C@H](C)CN([C@@H](C)CO)S3(=O)=O)cc1	13.9	13.1%
CCN(CC)C(=O)c1ccc2sc([C@@H]3O[C@H](CO)[C@H](O)[C@H](O)[C@H]3O)nc2c1	?	14.3%
C[C@H]1CN([C@@H](C)CO)C(=O)c2cc(Br)cnc2O[C@H]1CN(C)S(=O)(=O)c1ccccc1F	-4.1	-0.8%
O=c1[nH]c2ccccc2n1C1CCN(C(c2ccccc2OC(F)(F)F)c2nnnn2Cc2ccccc2)CC1 (stereo unspecified)	-69.4*	-10.6%
O=c1[nH]c2ccc(Br)cc2c(=O)o1	?	-2.7%
Cn1c(NCc2cccnc2)nc2cc(-c3cccc(C(=O)NCCO)c3)sc2c1=O	1.5	-15.6%
CCCN1CCC(C)(C(=O)Nc2cccc(OC(C)C)c2)C1 (stereo unspecified)	-7.3	0.3%
CCCCNC(=O)c1nc(C2CCN(S(=O)(=O)c3ccc(F)c(F)c3)CC2)oc1-c1cccc(C(F)(F)F)c1	6.4	5.8%
COc1ccc(C(C(=O)NC(C)(C)C)n2c(-c3ccc(C(F)(F)F)cc3)nc3ccccc32)cc1 (stereo unspecified)	-36.8	-1.6%
C[C@H](CO)N1C[C@H](C)[C@@H](CN(C)Cc2ccncc2)Oc2ncc(Br)cc2C1=O	11.4	-13.7%
COc1nc2ccccc2nc1N1CC1	9.4	1.6%
CC1(C(=O)NS(=O)(=O)c2cccc(Cl)c2)CCN1C(=O)c1cccc(F)c1 (stereo unspecified)	-14.2	6.2%
COc1cccc(C(C)(O)c2nc(-c3ccc(S(C)(=O)=O)cc3)cs2)c1 (stereo unspecified)	-85.7*	2.1%
O=C(CSc1ccc2nnc(-c3cccnc3)n2n1)Nc1ccccc1F	6.0	7.6%
CCOC(=O)C1(C)CCN1C(=O)c1c(F)cccc1F (stereo unspecified)	49.7	10.8%
Cc1cc(O)cc(O)c1/C=N/NC(=O)c1ccc2c(c1)OCCO2	-99.8*	137.6%[activator]
Cc1cccc(C)c1C(O)c1ncc(-c2cccc3ccccc23)[nH]1 (stereo unspecified)	21.3	4.3%
CC(C)c1ccc(S(=O)(=O)NCCCN2CCOCC2)cc1	-10.8	-0.5%
C#CCNC(=O)C[C@@H]1C[C@@]2(C(=O)OC)CC(C)(C)CC=C2N(CCCCCCCC)C1=O	-23.0	-0.7%
COc1ccc(N2CCN(C(=O)COC(=O)CC(NC(N)=O)c3ccc(Cl)cc3)CC2)cc1 (stereo unspecified)	-62.0*	-6.4%
O=C(NC1CCCC1)C1C(c2ccc(C(F)(F)F)cc2)=Nc2ccccc2N1C(=O)c1cc2ccccc2[nH]1 (stereo unspecified)	19.3	22.4%
CC(C)(C)c1ccc(S(=O)(=O)NC(=O)C2(C)CCN2C(=O)C2(c3ccccc3)CC2)cc1 (stereo unspecified)	7.8	-5.4%
COc1ccc(OC(F)(F)F)cc1CC1(C)C(=O)Nc2ccc(-c3ccsc3)cc21 (stereo unspecified)	-82.0*	-14.1%
C=CCn1c2c(c3ccccc31)CCC2	15.9	-0.1%
Cc1ccc([C@H]2N[C@]3(CCCN(Cc4ccc(F)cc4)C3=O)[C@H]3C(=O)N(Cc4ccccc4)C(=O)[C@@H]23)cc1	-5.7	-10.3%

Four entries drawn at random from those above:
Compound	HCMV inh	AMA1-RON2 inh
O=C(NC1CCCC1)C1C(c2ccc(C(F)(F)F)cc2)=Nc2ccccc2N1C(=O)c1cc2ccccc2[nH]1 (stereo unspecified)	19.3	22.4%
Cc1ccc([C@H]2N[C@]3(CCCN(Cc4ccc(F)cc4)C3=O)[C@H]3C(=O)N(Cc4ccccc4)C(=O)[C@@H]23)cc1	-5.7	-10.3%
C=CCn1c2c(c3ccccc31)CCC2	15.9	-0.1%
C#CCNC(=O)C[C@@H]1C[C@@]2(C(=O)OC)CC(C)(C)CC=C2N(CCCCCCCC)C1=O	-23.0	-0.7%

Additional compounds
Compound	HCMV inh	AMA1-RON2 inh
CCCCN1C[C@H](CSC)[C@@H](CC(=O)NC)C1=O	13.0	2.7%
C[C@H](CO)N1C[C@H](C)[C@@H](CN(C)Cc2ccc(-c3ccccc3)cc2)OCc2cnnn2CCCC1=O	-15.1	3.1%
Cc1ccc(-c2cc3nc(C)cc(N4CCN(C(=O)c5ccoc5)CC4)n3n2)cc1	-3.4	-6.8%
CC(C)C[C@H]1CNC(=O)C(=O)N1C[C@@H]1CCCN1C[C@H](Cc1ccccc1)N1C[C@H](CC(C)C)N(CCc2ccccc2)C(=O)C1=O	4.3	8.8%
COc1ccccc1/C=N/Nc1nc(C)cc(=O)[nH]1	-1.6	55.1%[activator]
CN(C)CCN1CCN(C2CN(C3CCCCC3)S(=O)(=O)C2)CC1 (stereo unspecified)	-22.8	7.0%
CC1=C(C(=O)N2CCOCC2)CC(CC(=O)NC2CCCC2)C(=O)N1CCCN1CCCC1=O (stereo unspecified)	-3.8	5.0%
N#Cc1cccc(C(=O)C(=O)N2CCCN(Cc3ccc(F)cc3)CC2)c1	?	-7.2%
COCCN(C(=O)COC(=O)C12CC3CC(CC(O)(C3)C1)C2)c1c(N)n(Cc2ccccc2)c(=O)[nH]c1=O	3.6	2.0%
CCCC(=O)Nc1ccc2c(c1)C(=O)N(C)C[C@@H](OC)[C@H](C)CN(Cc1ccc(-c3ccccn3)cc1)[C@@H](C)CO2	6.7	-10.5%
COc1cc(OC)c(C=Cc2ccncn2)c(OC)c1	-18.1	-2.0%
C[C@@H]1CN([C@@H](C)CO)C(=O)c2cc(Br)cnc2O[C@H]1CN(C)C(=O)CCN1CCCCC1	11.4	-6.1%
Cc1onc(-c2ccccc2)c1C(=O)N1CCCC(C)(C(=O)NS(=O)(=O)C2CC2)C1 (stereo unspecified)	0.3	7.5%
CCOC(=O)[C@]12CCC=C1N(Cc1ccc3c(c1)OCO3)C(=O)[C@H](CC(=O)NCc1cccc(C(F)(F)F)c1)C2	12.9	-10.2%
COc1ccccc1CNC(=O)Nc1nc(C(N)C(C)C)cs1 (stereo unspecified)	13.5	53.9%[activator]
OC[C@@H]1CN(Cc2cccnc2)C[C@H](n2cnc3c(N4CCN(c5ccccc5)CC4)ncnc32)O1	-28.7	-1.8%
COc1ccc(CNC(=O)c2sc(=O)n(Cc3ccc(S(=O)(=O)N(C)C)cc3)c2C)cc1	-27.1	12.6%
CCCNC(=O)C1(C)CCN(C(=O)c2cccc(C#N)c2)C1 (stereo unspecified)	5.1	7.4%
CC1CCc2sc(C(=O)NN=C3CCCC3)cc2C1 (stereo unspecified)	?	116.0%[activator]
C[C@H](CO)N1C[C@H](C)[C@@H](CN(C)Cc2cccc(F)c2)Oc2cc(-c3cccc(C#N)c3)ccc2S1(=O)=O	-24.1	-8.5%
C[C@H]1[C@@H](Cc2cc(Cl)cc(Cl)c2)N(c2ccccc2)c2ccccc2CN1Cc1ccccc1	-19.3	25.2%
CCCCC[C@@H](C)N1C[C@@H](COCc2ccccc2)Oc2cc(N3CCC[C@H]3CO)ccc2S1(=O)=O	-8.8	-15.9%
Cc1nc(C(F)(F)F)ccc1C(=O)N1CCCCCC1(C)C(=O)NCC(C)C (stereo unspecified)	23.0	0.9%
NC(c1ccccc1)c1csc(Nc2ccc(C(F)(F)F)cn2)n1 (stereo unspecified)	44.3	57.6%[activator]
C[C@@H](c1ccccc1)N1C[C@@H](COCc2ccccc2)Oc2cc(N3CC[C@H](O)C3)ccc2S1(=O)=O	-13.9	-21.3%
Cc1cn([C@H]2C[C@H](O)[C@@H](CCC(=O)NCc3cccc4ccccc34)O2)c(=O)[nH]c1=O	11.4	2.8%
Cc1cc(C)cc(CC(=O)N2CCC2(C)C(=O)NS(=O)(=O)c2ccccc2)c1 (stereo unspecified)	-7.2	-2.5%
COc1ccc(Nc2nc3cc(-c4ccsc4)sc3c(=O)n2C)cc1OC	8.4	-9.2%
COc1ccc(C(=O)NCCCNc2nc3cc(C)cc(C)c3cc2C#N)cc1	5.3	8.6%
c1ccc(OCCNc2ccn3nc(-c4ccco4)cc3n2)cc1	53.7	-10.4%
O=C1NC[C@H](CCCCN2C[C@H](Cc3ccccc3)N(CC3CCCCC3)C(=O)C2=O)N(CC2CCCCC2)C1=O	-4.5	25.2%
COCOc1cccc(CN2CCC2(C)C(=O)Nc2ccc(C)cc2)c1 (stereo unspecified)	-3.5	16.2%
C[C@@H]1CN([C@H](C)CO)C(=O)CCCn2cc(nn2)CO[C@H]1CN(C)C(=O)Nc1ccccc1C(F)(F)F	37.6	4.3%
C[C@@H]1CN([C@@H](C)CO)C(=O)CCCn2nncc2CO[C@H]1CN(C)C(=O)C1CCCCC1	-10.1	-3.9%
O=S1(=O)CC(N2CCSCC2)CN1Cc1cn(Cc2cccc(Cl)c2)nn1 (stereo unspecified)	-0.6	2.6%
O=C1CNc2cc(Cl)ccc2N1	2.8	12.3%
COc1ccccc1-c1noc2c1C(=O)N(Cc1cn(-c3ccc(Cl)cc3)nn1)CC2	?	-20.1%
COc1cccc(C(=O)N2CCC[C@H]2C(=O)N2CCC[C@H]2C(=O)NCc2ccc(F)cc2F)c1	-27.1	3.0%
CCc1nc2c(OCc3ccccc3)cccn2c1N(C)C(=O)c1ccc(OC)cc1	-16.7	-1.8%
O=C(COC(=O)c1cccc(S(=O)(=O)N2CCCCC2)c1)NCc1cccc(Cl)c1	16.1	7.8%
O=C(NC1CCCCC1)OC1CC2CC1[C@H]1CCCCN1C2=O (stereo partly specified)	21.5	-5.8%
CC(C)N(c1ccccc1)c1ccc(NC(=O)[C@@H]2O[C@H](CO)[C@H](O)[C@H](O)[C@H]2O)cc1	27.8	12.1%
COc1ccc(CNC[C@H]2O[C@@H](n3ccc(=O)[nH]c3=O)[C@H](O)[C@@H]2O)cc1	12.6	6.9%
O=C(NC1CCCCC1)C(CCc1ccccc1)N1CCOCC1 (stereo unspecified)	0.6	-4.0%
CCN(CCN(C)C)C(=O)c1ccc2nc(C)c(N(C)C(=O)CCc3ccccc3)n2c1	-3.9	0.2%
O=C1Nc2ccccc2SC1=Cc1ccccc1	31.5	0.0%
C[C@@H]1CCCCO[C@@H](CN(C)C(=O)CCCN(C)C)[C@@H](C)CN([C@H](C)CO)C(=O)c2cc(NC(=O)CCC(F)(F)F)ccc2O1	-0.3	14.9%
COc1cc(OC)cc(-c2noc([C@@H]3O[C@H](CO)[C@@H](O)[C@H]3O)n2)c1	5.0	-0.9%
CC1C(=O)N(Cc2cn(CCC3OCCCO3)nn2)CCS(=O)(=O)N1Cc1ccc(-c2ccncc2)cc1 (stereo unspecified)	-2.9	-12.4%
CNC(=O)OC1CC2CC1[C@H]1CCCCN1C2=O (stereo partly specified)	4.0	5.0%
CCc1nc2c(OCc3cccc(Cl)c3)cccn2c1N(C)C(=O)c1ccco1	-13.5	-9.6%
O=C(c1cccs1)N1C[C@H](n2cc(C3CC3)nn2)[C@@H](O)C[C@@H]1c1ccc(Cl)cc1	-15.7	4.8%
OC(c1ccc(Cl)cc1)c1ncc(-c2ccc(Cl)cc2)[nH]1 (stereo unspecified)	-32.0	-29.0%

Screening results from PubChem.

Some of the compounds tested, so the mix of outcomes need not match the whole.
